MC4R antagonist: MC4R antagonists of cAMP signaling, primary screen, cell-based, TR-FRET, antagonist arm of biased-ligand search; Melanocortin receptor 4 (Homo sapiens), P32245; MC4R-expressing cells, MTII-stimulated cAMP, LANCE TR-FRET; inhibition, % at 6.5 µM; 360,000 compounds, 0.48% hits; AID 540295, 2011;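 active = inhibition above its plate's cutoff, the mean of tested wells on that plate plus 3 SD, cut at about 29% in these data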;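 note: 0% = Melanotan II alone and 100% = Melanotan II plus saturating MCL0020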
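system = U2OS cells with stable human MC4R expression | also added = Melanotan II challenge after compound preincubation | dosing = one concentration, 6.5 µM nominal | incubation = compound 30 min, challenge 1 h, detection 1 h | measured by = TR-FRET with Eu-cAMP and labeled anti-cAMP, 671 nm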
Glyco luc inh: increase of ERlucT glycosylation luciferase signal, primary screen, N-linked glycosylation inhibitor project, D54 ERlucT cells, luminescence, set 2 | 360,000 compounds, 0.23% hits | D54 ERlucT glycosylation luciferase reporter, 24 h; percent of 100 nM tunicamycin response | reporter increase, % at 12.5 µM | AID 588692, 2011;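 active = mean luciferase reporter signal, scaled so untreated is 0 and the glycosylation-blocking control 100, at or above a set limit in every replicate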;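 note: luciferase carries N-glycosylation sites so blocking glycosylation raises the light; 0% = median of neutral control wells and 100% = median of 100 nM tunicamycin wells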
ABCB6 inh 2: ABCB6 transporter inhibitors, primary screen, K562-ABCB6 cells, flow cytometry, MLPCN library; ATP-binding cassette sub-family B member 6 (Homo sapiens), Q9NP58; K562-ABCB6 porphyrin accumulation, 1 h; active compounds read low; AID 602162, 2011; 360,000 compounds, 0.19% hits; fluorescence ratio to DMSO, % at 10 µM;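 active = fluorescence ratio to DMSO below 75%, the collection mean minus 3 SD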;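 note: signal is porphyrin accumulated inside mitochondria; 100% equals median channel fluorescence of DMSO control wells; lower ratio means ABCB6 inhibition with less porphyrin fluorescence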
MC4R barr agon: MC4R agonists recruiting beta-arrestin, primary screen, cell-based, luminescence, agonist arm of biased-ligand search | U2OS MC4R beta-arrestin complementation; percent of melanotan II response, DMSO zero | activation, % at 8.9 µM | 360,000 compounds, 0.98% hits;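 active = activation above a per-plate cutoff, the mean activation of sample wells on that plate plus 3 SD, cut at about 8% in these data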
PDI inh: inhibitors of human PDI, primary screen, biochemical, turbidity, single point, plate reader. PDI insulin aggregation turbidity, A650, 90 min. AID 588391, 2011. inhibition, % at 10 µM. Protein disulfide-isomerase (Homo sapiens), P07237. 350,000 compounds, 0.052% hits;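 active = mean inhibition across replicates of 30% or more, whatever share of single replicates reach that level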;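 note: absorbance from insulin aggregation driven by PDI reduction with DTT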
Target sequence (P07237 whole entry, looked up): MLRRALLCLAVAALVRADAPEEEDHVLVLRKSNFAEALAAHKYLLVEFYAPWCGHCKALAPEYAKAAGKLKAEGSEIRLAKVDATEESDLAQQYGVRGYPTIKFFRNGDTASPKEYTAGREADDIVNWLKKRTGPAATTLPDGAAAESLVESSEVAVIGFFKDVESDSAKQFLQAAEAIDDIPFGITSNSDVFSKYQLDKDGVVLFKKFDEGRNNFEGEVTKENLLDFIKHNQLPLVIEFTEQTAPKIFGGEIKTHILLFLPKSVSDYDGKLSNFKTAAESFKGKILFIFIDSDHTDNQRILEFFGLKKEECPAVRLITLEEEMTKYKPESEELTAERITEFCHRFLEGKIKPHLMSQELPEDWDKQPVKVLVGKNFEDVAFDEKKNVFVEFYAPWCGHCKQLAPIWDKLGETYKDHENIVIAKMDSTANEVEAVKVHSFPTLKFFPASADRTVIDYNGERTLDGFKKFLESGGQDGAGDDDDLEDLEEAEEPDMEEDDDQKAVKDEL
aDG glyco up: activators of alpha-DG glycosylation, primary screen, uHTS, Pro5-aDG cells, AlphaScreen; alpha-DG glycosylation AlphaScreen (IIH6); 0% Pro5, 100% B10-LARGE cell signal; 360,000 compounds, 0.22% hits; AID 624168, 2012; activation, % at 10 µM;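 active = activation of at least 8% versus controls, or a plate z-score of at least 8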;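 note: Pro5 are CHO cells carrying HIG-tagged alpha-DG that lacks glycosylation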
m5-HT2A agonist: mouse Htr2a agonists via beta-arrestin recruitment, primary screen, cell-based, luminescence. 5-hydroxytryptamine receptor 2A (Mus musculus), P35363. CHO-K1 mHTR2A beta-arrestin complementation; percent of 30 µM serotonin response. AID 624169, 2012. 360,000 compounds, 0.66% hits. activation, % at 7.6 µM;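 active = activation above a run cutoff, the mean activation of all tested compounds plus 3 SD, cut at about 14% in these data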;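 note: 0% = plate median of compound wells and 100% = 30 µM serotonin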
Target sequence (P35363 whole entry, looked up): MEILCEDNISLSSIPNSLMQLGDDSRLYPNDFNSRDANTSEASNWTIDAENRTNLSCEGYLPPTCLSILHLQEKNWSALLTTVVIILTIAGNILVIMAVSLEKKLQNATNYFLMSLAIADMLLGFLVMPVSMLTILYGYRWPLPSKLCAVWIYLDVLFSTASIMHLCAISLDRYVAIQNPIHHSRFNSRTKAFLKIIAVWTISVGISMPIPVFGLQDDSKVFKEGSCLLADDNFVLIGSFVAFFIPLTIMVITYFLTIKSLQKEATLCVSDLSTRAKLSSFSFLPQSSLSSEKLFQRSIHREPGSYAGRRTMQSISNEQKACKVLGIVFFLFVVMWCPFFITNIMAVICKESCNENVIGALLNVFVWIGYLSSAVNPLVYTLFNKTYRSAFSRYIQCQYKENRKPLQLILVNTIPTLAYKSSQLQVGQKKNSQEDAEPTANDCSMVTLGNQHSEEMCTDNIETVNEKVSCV
Vif inh: HIV Vif self-association inhibitors, primary screen, imaging, HEK293T, single point | inhibition, % at 7.49 µM | HEK293T cells, Vif self-association by quenched fluorescence, 24 h | 340,000 compounds, 0.35% hits; in the data active = inhibition above about 50%, passing the limit was not always enough; note: some results filed as inactive read as strong as hits
H9c2 protect: cardioprotection against H2O2-induced cell death, primary screen, uHTS, H9c2 cells, ATPLite luminescence; protection from H2O2 cell death, % at 20 µM; H9c2 cardiomyocytes, H2O2 injury protection, 2 h; 360,000 compounds, 0.63% hits;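 active = compounds giving at least 50% protection of heart cells from peroxide-induced death in the single-dose screen, raw or plate-pattern-corrected value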;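 note: 0% = DMSO wells with peroxide and 100% = DMSO wells without peroxide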
CaV13 FRET inh: Primary screen for inhibitors of IQ motif and Ca2+-dependent inactivation inhibitor domain binding in CACNA1D, Förster resonance energy transfer in living cells, …. HEK cells, CFP/YFP FRET ICDI-IQ, plate reader, 10 min; percent FRET-ratio fall versus neutral wells. inhibition, % at 12.3 µM. 340,000 compounds, 0.098% hits. AID 743397;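 active = mean replicate inhibition of at least 30% and at least 1% of replicates passing that level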;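 note: 0% = median of the neutral control wells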
* = called active by the depositor; x = no result given. Compounds as they come. About 3.6% of those tested had a hit in this group.

SMILES	MC4R antagonist	Glyco luc inh	ABCB6 inh 2	MC4R barr agon	PDI inh	aDG glyco up	m5-HT2A agonist	Vif inh	H9c2 protect	CaV13 FRET inh
COCCNC(=S)N(Cc1cccs1)Cc1cc2cccc(C)c2[nH]c1=O	10	-4	102	-0.2	0	-0.2	3	7	5	-4
O=S(=O)(NC1CCN(S(=O)(=O)c2c(F)cccc2F)C1)c1ccc2c(c1)OCCO2 (stereo not drawn)	4	0	97	-1.1	4	0.9	1	-23	-3	-4
CC(C)C(=O)Nc1csc(C(F)(F)F)c1-c1ccccc1	0	0	99	-1.1	1	-0.1	-3	-1	-1	-5
CCc1nnc(NC(=O)[C@@H](NC(=O)c2ccc(OC)cc2)C(C)C)s1	15	2	99	0.7	5	0.1	1	3	2	-2
COc1ccccc1NC(=O)/C(C#N)=C/c1cccnc1	8	2	99	-2.8	6	0.0	0	x	2	-10
O=C(CCn1c(=O)c2ccccc2n(Cc2ccccc2)c1=O)NC1CCN(Cc2ccccc2)CC1	16	-5	98	-1.4	4	-0.1	-1	1	17	-5
Cc1ccc(C(=O)NC2CCc3ccccc3C2=O)cc1 (stereo not drawn)	9	-3	93	-1.9	-1	0.1	1	10	-7	3
C/C(CC(=O)Nc1cccc(Cl)c1)=N\NC(=O)Cc1ccc(Cl)cc1	1	2	92	5.2	-4	0.0	-1	-6	1	-4
CCCCn1c(N)c(N(CC)C(=O)c2cc(OC)cc(OC)c2)c(=O)[nH]c1=O	5	0	103	-2.1	6	0.0	-7	-5	-2	3
CCC(CC)c1nnc(NC(=O)[C@@H](NC(=O)c2cccc(C)c2)C(C)C)s1	-5	1	102	0.4	-1	0.0	-2	-4	3	8
CCCCOC(=O)CCc1c(C)n[nH]c1C	16	1	101	-0.3	-2	-0.1	7	5	9	-5
CC(=O)c1cc(-c2ccccc2)n(CCC(=O)NC2CCCCCC2)c1C	3	2	100	-1.2	-11	0.0	-8	-4	0	-5
CNC(=O)c1ccc(-c2ccccc2)s1	6	1	96	-0.8	-6	-0.2	3	7	-17	-2
CN(C)C(=O)c1cc(Cl)ccc1Sc1cc(Cl)ccc1Cl	4	-1	100	-0.2	0	0.0	0	6	-1	-4
CCCCNC(=O)C1CCC(CNS(=O)(=O)c2cccc3nsnc23)CC1 (stereo not drawn)	6	0	102	-0.9	-3	0.2	0	-6	-3	-2
O=C(CSc1nnnn1C1CCCC1)NCc1cccs1	3	3	103	-1.2	0	0.2	3	27	9	-6
Cc1ccc(S(=O)(=O)N2CCOCC2)cc1NC(=O)COC(=O)C1CCC1	2	1	102	0.9	-3	-0.4	4	19	2	-11
Cc1ccc2nc(N(CCN(C)C)C(=O)C3CCN(S(=O)(=O)c4cccs4)CC3)sc2c1	9	0	102	0.4	-1	0.1	-5	2	10	-2
COc1ccc(NC(=S)NCc2cccn2C)cc1	1	-2	96	1.2	-12	-0.1	5	14	-6	2
Cc1cc(C)c(C)c(S(=O)(=O)N(C)CCc2ccccn2)c1C	3	0	89	-1.7	-3	-0.1	4	2	8	-16
CCCN1CCC(=O)N([C@H](CSc2ccc(C)cc2)CC(C)C)CC1	7	-5	92	3.0	3	0.3	-6	-2	-18	-6
O=[N+]([O-])c1cc(Cl)ccc1Oc1ccc(-c2nnco2)cc1	10	-2	98	-0.2	9	-0.2	1	-1	12	-2
O=C(NC1CCCCCCC1)c1ccc(F)c(S(=O)(=O)N2CCOCC2)c1	9	0	93	-0.2	0	0.3	1	23	-3	-5
C[C@H]1COC(=O)[C@@H](Cc2ccc(F)cc2)C/C=C\C[C@H](CC(=O)NCCO)C(=O)N1	2	2	99	-0.5	4	-0.1	0	x	-2	-10
O=C(COC(=O)Cc1ccccc1)NCc1ccc2c(c1)OCO2	3	0	103	-1.3	9	-0.1	2	1	4	-7

(listing goes on)
SMILES	MC4R antagonist	Glyco luc inh	ABCB6 inh 2	MC4R barr agon	PDI inh	aDG glyco up	m5-HT2A agonist	Vif inh	H9c2 protect	CaV13 FRET inh
CCOC(=O)c1cc(C(=O)NNC(=O)c2cccc([N+](=O)[O-])c2)c(C)nc1C	10	1	98	0.1	-4	-0.1	3	4	2	-6
C#CCOCCOCCOCCNc1nc(N2CCN(C(=O)Cn3cc(CCCCN)nn3)CC2)nc(N2CCN(C(=O)Cn3cc(CCCCN)nn3)CC2)n1	3	0	95	-1.7	-5	-0.1	-6	-7	0	-5
COCCNC(=S)N1CCN(C/C=C/c2ccccc2)CC1	8	-1	97	2.9	2	0.0	1	-2	-5	-7
COc1ccc(CNC(=O)CCC2N=C3c4ccccc4N=C(SCC(=O)NCC4CCCO4)N3C2=O)cc1 (stereo not drawn)	1	-1	95	-0.9	4	-0.3	1	-3	12	-3
O=C(N/C(=C/c1ccc(F)cc1)C(=O)N1CCCC1)c1ccccc1	-3	0	93	0.6	2	-0.1	2	-3	0	-7
CCc1nnc(NC(=O)CSc2nc3c(c(=O)n2CC)SC(C)C3)s1 (stereo not drawn)	4	0	98	0.3	x	0.0	0	0	-17	-5
CCc1nnc(NC(=O)c2cccc(S(=O)(=O)N3CCCCC3)c2)s1	-3	x	97	-1.9	-5	-0.1	-3	x	-2	-6
CCOC(=O)c1sc2nc(C3CC3)cc(-c3ccc(F)cc3)c2c1N	7	-1	93	-1.4	4	2.2	13	1	-10	x
O=C(Cc1c(C(=O)O)[nH]c2ccc(Cl)cc12)Nc1ccc2c(c1)OCCO2	6	-1	104	1.3	6	-0.2	-5	3	6	-4
Cc1ccccc1CS(=O)(=O)c1cn(CC(=O)N2CCC(C)CC2)c2ccccc12	9	-1	91	-1.3	5	-0.3	1	-7	2	-5
CC(C)(C)OC(=O)N1CCCC(C(=O)Nc2cccc(C(=O)NCCc3ccccc3)c2)C1 (stereo not drawn)	-1	-2	94	4.0	-6	0.2	-5	-7	23	-6
O=C1CSC(=NC(=O)c2ccccc2)N1	16	0	99	-0.3	-6	0.1	2	3	10	-7
CCCCOC(=O)COc1ccc(Cl)cc1Cl	15	-2	102	1.7	x	0.2	2	-12	-4	x
CN1CCN(C(=O)/C(=C/c2ccc(F)cc2)c2ccsc2)CC1	22	2	93	-2.4	1	0.4	-8	x	-1	-5
Cc1ccc2nc(Nc3nc(CSc4nnc(C)s4)cc(=O)[nH]3)nc(C)c2c1	-1	8	90	-0.8	0	-0.2	-2	-17	10	-5
CCCCn1c(N)c(N(CCC(C)C)C(=O)COC(=O)c2cccnc2OCC)c(=O)[nH]c1=O	0	1	92	-1.8	13	-0.3	6	5	4	-2
CC(C)(C)c1nnc(NC(=O)c2cccs2)s1	-8	-3	99	1.3	6	-0.4	11	3	-8	0
CNC(=S)N1N=C2c3ccccc3CCC2C1c1ccccc1Cl (stereo not drawn)	19	13	98	-0.1	6	-0.3	-2	-5	-8	-4
CCn1c(-c2cccnc2)n[nH]c1=S	-2	1	91	1.1	2	-0.2	6	6	3	-9
CCN(CC)c1ccc(/C=N/NC(=O)c2cc(C)nc3ccccc23)cc1	3	-3	102	2.7	-1	0.1	-4	-15	0	-5
CCN(CC)CCCNc1oc(/C=C/c2ccccc2)nc1C#N	-7	-1	102	-1.7	0	0.0	-8	-1	-2	-19
Cc1ccc(NC(=S)Nc2ccc3cn[nH]c3c2)cc1	-7	6	100	3.4	0	0.2	3	-1	-5	-3
O=C(Nc1cccnc1)c1ccc(-c2ccccc2)cc1	-5	1	101	-3.3	0	0.0	-6	-3	-12	-3
CC1(C(=O)Nc2cccc3c2CCCC3)CCN1C(=O)C1(c2ccccc2)CC1 (stereo not drawn)	9	-5	97	1.1	-1	-0.3	-2	-4	6	-4
CCOC(=O)C1=C(O)CSC1=Nc1ccc(C)cc1	-3	1	104	-2.2	-5	0.0	0	7	16	0

Look-ups from the entries so far.
`COc1ccc(CNC(=O)CCC2N=C3c4ccccc4N=C(SCC(=O)NCC4CCCO4)N3C2=O)cc1` (stereo not drawn) – MC4R antagonist = 1
`CNC(=S)N1N=C2c3ccccc3CCC2C1c1ccccc1Cl` (stereo not drawn) – MC4R barr agon = -0.1

(continued)
SMILES	MC4R antagonist	Glyco luc inh	ABCB6 inh 2	MC4R barr agon	PDI inh	aDG glyco up	m5-HT2A agonist	Vif inh	H9c2 protect	CaV13 FRET inh
CCCCCc1c(-c2ccccc2OC)ncn1CCc1ccccc1OC	x	x	114	x	x	0.4	-6	x	x	-10
C#CCOc1ccccc1/C=N/NC(=O)c1ccccc1OCc1ccccc1	8	15	85	-2.1	0	0.2	-1	-8	-3	x
CCN(CC)C(=O)c1ccc(COc2ccccc2Br)o1	-1	-1	92	-0.8	-1	0.2	-2	34	-12	-5
Cc1ccc(N(Cc2ccccc2)C(=O)CSC(C)C(=O)Nc2cc(C)on2)cc1 (stereo not drawn)	3	-14	93	-2.1	7	0.0	1	4	5	-5
CO/N=C/C(C#N)=C/c1ccc(OC)cc1	-5	2	98	-1.7	5	0.0	0	4	-9	2
COc1ccc(Cc2nnc(NC(=O)Nc3ccc(F)cc3)s2)cc1	4	0	99	4.3	-3	0.1	2	-2	3	-5
O=C(CCS(=O)(=O)c1ccc(Br)cc1)N1CCN(c2ccccc2)CC1	6	-1	100	0.8	0	-0.3	0	x	1	-1
OC(CN1CCCCC1)Cn1c(C(F)(F)F)nc2ccccc21 (stereo not drawn)	8	-5	96	-0.8	-6	-0.2	3	8	6	-5
CC(Oc1ccccc1)C(=O)N1CCC2(CC1)Oc1ccc(F)cc1C(=O)C21CC(c2ccc(Cl)cc2)=NO1 (stereo not drawn)	1	-5	101	1.7	3	-0.4	2	-7	2	-10
O=C(CSc1nc2ccc([N+](=O)[O-])cc2[nH]1)NC1CCCCC1	3	1	104	-1.0	-4	0.0	-3	-18	-8	-9
CCOC(=O)CC(=O)Nc1cc(Cl)ccc1O	8	3	98	-0.5	1	0.1	-3	17	-8	-5
CC(NC(=O)CN1C(=O)NC(C)(c2cccc3ccccc23)C1=O)c1ccccc1 (stereo not drawn)	13	-2	95	-0.7	0	0.1	-5	4	-3	-4
CCc1cc2c(=O)[nH]c(COC)nc2s1	2	1	100	-1.4	4	-0.2	1	2	9	-5
CCOc1ccc(-c2c(C(=O)N/N=C(\C)c3cccs3)nnn2-c2nonc2N)cc1	17	-1	96	-2.1	2	-0.2	9	-4	-6	-6
COc1ccc(/C(C)=N/NC(=O)CNC(=O)CCc2ccccc2)c(OC)c1	-4	7	98	-1.4	7	0.1	-1	-3	1	3

Compound activity from PubChem BioAssay.
